Screening data (PubChem)
D1 antagonist: blocks dopamine activation of the human D1 receptor | HEK293 TREx D1 cells, calcium flux, dopamine EC80; active compounds read low | activity change, negative = inhibition, % at 10 µM | 3.2% of 360,000 active; in the data active = activity change below about -30%; note: % is set by controls: 0 for no effect and ±100 for the full control effect
Target sequence (P21728 whole entry, looked up): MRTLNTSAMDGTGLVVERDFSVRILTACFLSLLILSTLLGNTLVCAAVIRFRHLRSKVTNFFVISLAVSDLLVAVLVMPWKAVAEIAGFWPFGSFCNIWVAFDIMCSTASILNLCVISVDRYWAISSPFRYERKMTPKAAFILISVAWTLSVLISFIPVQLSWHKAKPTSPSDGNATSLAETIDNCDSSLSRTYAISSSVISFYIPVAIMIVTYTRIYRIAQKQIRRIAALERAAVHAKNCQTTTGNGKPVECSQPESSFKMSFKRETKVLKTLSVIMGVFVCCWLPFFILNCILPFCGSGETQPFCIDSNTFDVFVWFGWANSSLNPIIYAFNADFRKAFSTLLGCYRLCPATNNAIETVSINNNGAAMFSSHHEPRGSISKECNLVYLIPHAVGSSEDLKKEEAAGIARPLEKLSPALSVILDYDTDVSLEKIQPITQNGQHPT
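Cells carrying a force-coupled, tetracycline-inducible human D1 receptor report calcium flux. Each well gets a 10 s baseline, compound with 180 s monitoring, then an EC80 dopamine stimulus with a second 180 s kinetic read.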
TRHR ag: agonists of human TRH receptor; activation, % at 2 µM; 0.18% of 360,000 active; AID 493084; TRHR cells, calcium flux fluo-8, FDSS agonist mode; P34981; in the data active = activation above about 30%; note: 0% is about no effect
Target sequence (P34981 whole entry, looked up): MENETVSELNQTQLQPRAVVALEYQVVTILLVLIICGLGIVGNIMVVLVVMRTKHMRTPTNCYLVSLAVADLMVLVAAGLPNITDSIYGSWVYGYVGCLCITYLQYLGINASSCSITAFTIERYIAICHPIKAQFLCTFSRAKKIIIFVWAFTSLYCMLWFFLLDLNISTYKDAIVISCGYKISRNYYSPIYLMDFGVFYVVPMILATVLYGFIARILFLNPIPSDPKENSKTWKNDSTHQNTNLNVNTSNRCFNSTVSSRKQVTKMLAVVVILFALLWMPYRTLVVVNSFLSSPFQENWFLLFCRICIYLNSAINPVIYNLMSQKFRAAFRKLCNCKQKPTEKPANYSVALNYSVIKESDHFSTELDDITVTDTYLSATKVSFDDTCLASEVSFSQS
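Steps: seed TRHR cells overnight; add fluo-8 no-wash Ca dye, RT 30 min–1.5 h; record 10 s baseline; pin-transfer compounds; monitor fluorescence 1 cycle/s for the agonist window. Calcium increases flag candidate agonists.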
D1 PAM: human D1 dopamine receptor positive modulation; potentiation, % at 10 µM; HEK293 TREx D1 cells, calcium flux, dopamine EC20 potentiation; 0.036% of 360,000 active; P21728; in the data active = potentiation above about 30%; note: 0% is about no effect
D2 PAM: positively modulates the human D2 dopamine receptor allosterically. AID 485347. potentiation, % at 10 µM. HEK293 T-REx D2, calcium flux, EC20 dopamine potentiation. 0.34% of 340,000 active;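 active = potentiation over 3 SD above the plate norm, cut at about 30% in these data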; note: 0% is about no effect
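Calcium flux readout, no-wash dye, 1 read/s. Inducible HEK293 Trex D2 line, overnight 30 C. Compound alone 180 s (agonist flags), then EC20 dopamine, another 180 s to score potentiation.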
D1 agonist: human D1 receptor agonism; HEK293 T-REx D1 cells, calcium flux, agonist mode; activation, % at 2 µM; 1% of 360,000 active; AID 504660; P21728; in the data active = activation above about 30%; note: 0% is about no effect
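Inducible HEK293 T-REx D1 cells, force-coupled to calcium signalling, were plated at 4000 cells/well with tetracycline and held overnight at 30 C. After no-wash calcium dye loading, compound-evoked calcium rise over 180 s flagged agonists.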
TRHR enhancer: TRH receptor (human) allosteric enhancement; P34981; TRHR cells, fluo-8 calcium fluorescence, EC20 TRH enhancement; enhancement, % at 2 µM; 0.66% of 360,000 active; AID 493056; in the data active = enhancement above about 30%; note: 0% is about no effect
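Enhancer read-out: after compound pinning and an initial kinetic agonist-mode read, an EC20 of TRH (10 nM final) was injected and fluo-8 calcium signal (Ex 480/Em 530) followed at 1 s/cycle for 100 cycles in TRHR-expressing cells.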
Apoferritin bind: candidate novel general anesthetic via apoferritin binding. P02791. Potency, µM (series often up to 77.5 µM), for the others: top-dose activity change, negative = displacement, most hits filed as inhibitors. apoferritin/1-aminoanthracene competitive binding, fluorescence. 0.074% of 350,000 active; note: potency is the fitted concentration of half-maximal effect; % is set by controls: 0 for no effect and ±100 for the full control effect; nearly all actives have a fitted effect of over 20% in size
Target sequence (P02791 2-175 limits assumed): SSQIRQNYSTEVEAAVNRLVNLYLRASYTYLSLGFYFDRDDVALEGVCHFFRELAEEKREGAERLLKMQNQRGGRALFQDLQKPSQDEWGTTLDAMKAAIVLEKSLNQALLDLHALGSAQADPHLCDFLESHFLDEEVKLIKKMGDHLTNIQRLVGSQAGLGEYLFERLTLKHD
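Read-out: endpoint 1-AMA fluorescence, excitation 380 nm and emission 535 nm, after compounds sit 10 min at room temperature with 10 uM horse-spleen apoferritin in 50% saturated 1-AMA/PBS. Values come from four-parameter Hill fits.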
RXFP1 antagonist: blocks the human relaxin receptor RXFP1; AID 1259400; 0.59% of 350,000 active; activity change, negative = inhibition, % at 57.5 µM; Q9HBX9; HEK293-RXFP1, relaxin-stimulated cAMP HTRF, 30 min; active compounds read low;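 active = activity change of -60% or lower, but not beyond a set lower limit; inconclusive = change between -60% and -40%, or beyond the set limit; inactive = change above -40%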; note: % is set by controls: 0 for no effect and ±100 for the full control effect
RXFP1 ag: RXFP1 (human) receptor agonism | Q9HBX9 | HEK293T-RXFP1 cAMP TR-FRET, 30 min; response scale: percent of porcine relaxin response, buffer zero | Potency, µM (highest dose often 57.5 µM), without a hit: at the highest dose activation, usual class: activators | 0.3% of 370,000 active; note: potency is the fitted concentration of half-maximal effect; % is set by controls: 0 for no effect and ±100 for the full control effect; nearly all actives have a fitted effect of over 60% in size; many of its hits are not listed in these tables
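HEK293 cells stably expressing RXFP1, treated 30 min at 37C with compounds plus PDE4 inhibitor Ro 20174; cAMP measured by HTRF TR-FRET. Normalized to buffer and 29 nM porcine relaxin; EC50 by Hill fit.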
* = called active by the depositor; ? = inconclusive; · = no result given. Unless noted, calls come from the whole dose curve; as a rule, active = well fitted curve in the direction sought with a large enough effect; inconclusive = small, poorly fitted or top-dose-only effect, or another doubt; inactive = no such curve, though single readings can be large; an effect the other way counts as inactive or inconclusive. Only part of the results is shown. The share of hits here may be higher or lower than overall.

SMILES | D1 antagonist | TRHR ag | D1 PAM | D2 PAM | D1 agonist | TRHR enhancer | Apoferritin bind | RXFP1 antagonist | RXFP1 ag
CCCNC(=O)C(Cc1ccc(F)cc1)NC(=O)c1ccccc1 (centres undefined) | · | -1.1 | -5.0 | -15.6 | -1.2 | -6.7 | · | · | 2.0%
COc1ccccc1NC(=O)c1cnc(SC)nc1 | -8.3 | 0.1 | -2.8 | -1.2 | 1.1 | -4.2 | -14.6% | -3.2 | 1.5%
COc1cc(F)ccc1CN1CCC(C(=O)Nc2ccc(Oc3ccccc3)nc2)CC1 | -7.0 | 0.7 | -2.7 | -11.2 | 47.2* | 3.2 | -15.2% | 7.7 | 0.3%
O=C(c1cccc2ccccc12)C1CCCN(C(=O)C2CCOCC2)C1 (centres undefined) | -0.3 | -0.3 | 0.2 | -1.1 | 0.9 | -3.6 | -6.0% | 3.2 | -0.9%
Oc1ccc(Br)cc1C=Nc1ccc2c3c(cccc13)CC2 | 0.9 | 23.1 | -1.4 | 2.8 | 4.6 | -5.8 | -7.0% | 1.4 | 2.5%
O=C(Cc1ccc(Cl)cc1)NNC(=O)Nc1cccc2ccccc12 | 2.6 | 0.2 | 5.1 | -18.3 | 2.0 | -0.4 | -12.2% | -18.6 | 1.5%
Cc1ccc(C)c(N2CCN(C(=O)c3ccc(Cn4c(=O)[nH]c5ccccc5c4=O)cc3)CC2)c1 | 4.7 | 0.4 | 0.8 | 4.4 | 4.0 | 3.6 | -15.8% | -19.9 | 2.2%
CNC(=O)NC1CCCCc2sccc21 (centres undefined) | 7.7 | 0.8 | 4.8 | -5.0 | 0.7 | 3.9 | -19.6% | -0.9 | 0.5%
CCOC(=O)CN1CC23C=CC(O2)C(C(=O)NCc2ccc(C)cc2)C3C1=O (centres undefined) | 13.4 | 0.4 | -5.0 | 13.7 | 1.2 | -14.7 | 0.0% | -5.8 | -0.2%
Cc1ccc(N(CCC#N)C(=O)CSc2ccc3c(c2)OCCO3)cc1 | 3.3 | 0.1 | -0.2 | -4.7 | 3.1 | -9.9 | -23.4% | -15.0 | 1.2%
CCOC(=O)c1ccc(NC(=O)CS(=O)(=O)c2cn(CC)c3ccccc23)cc1 | -0.6 | -1.0 | -1.8 | 3.2 | 1.7 | 8.3 | ? | -5.4 | 1.7%
CCCOc1ccc(C(=O)O)cc1 | -8.2 | 0.1 | -0.8 | 6.3 | 3.3 | 3.8 | 6.6% | -4.4 | 2.3%
Cc1cccc(C)c1NC1=C(Cl)C(=O)OC1OC(=O)c1ccccc1 (centres undefined) | -48.5* | -0.5 | -1.2 | -0.3 | -1.2 | -8.3 | -12.9% | -22.6 | -1.1%
CSc1nsc(SCC(=O)Nc2ccc(C(C)=O)cc2)n1 | -20.3 | -0.1 | -4.0 | 6.9 | 16.4 | 3.5 | ? | -5.1 | -1.7%
Cc1ccc(N(CC(O)Cn2c3ccccc3c3ccccc32)S(C)(=O)=O)cc1 (centres undefined) | 6.0 | -0.4 | 2.1 | 8.3 | -0.6 | 7.0 | -8.3% | 11.1 | 1.1%
Oc1ccc(C2C[C@H]3CC[C@@H]2C3)cc1O (some centres undefined) | 6.8 | -0.3 | 10.4 | 4.4 | 3.5 | -2.2 | ? | -28.6 | 1.6%
CNC(=O)c1c(C)noc1C | -9.8 | 0.6 | -1.0 | 3.8 | -0.3 | 1.9 | -0.1% | -4.6 | -2.8%
O=C(CCC(=O)N1CCN(c2ccc(F)cc2)CC1)c1ccc(Cl)cc1 | 12.5 | 0.6 | -2.5 | -7.5 | 3.0 | -6.3 | ? | 3.0 | 1.4%
Cn1nc(C(C)(C)C)cc1NC(=O)Nc1ccc(Cl)cc1 | -13.3 | 1.6 | -1.6 | -5.2 | 3.2 | 7.9 | -1.0% | -19.2 | -1.6%
COc1ccccc1C(=O)Nc1cccc(OCc2cc(=O)n3c4c(sc3n2)CCCC4)c1 | -20.0 | 0.5 | -3.8 | 1.7 | 2.3 | -2.6 | -7.7% | · | 0.0%
CCOc1cc(S(=O)(=O)N2CCC(C(N)=O)CC2)ccc1F | · | 0.5 | 1.6 | -12.4 | 0.2 | 3.4 | -7.6% | -1.1 | 1.4%
O=C(OCCCCN1C(=O)c2ccccc2C1=O)c1n[nH]c2ccccc12 | -10.3 | -0.3 | -3.1 | 13.6 | 8.4 | 1.5 | -10.1% | -2.7 | 0.0%
O=C(Nc1ncccn1)c1cccc(F)c1 | 8.0 | 0.7 | 1.1 | 3.8 | 3.6 | 1.2 | 2.0% | 2.0 | 0.9%
CSc1ccc(CCNS(=O)(=O)c2cc(-c3cc(C)no3)ccc2C)cc1 | -16.4 | 0.7 | -2.2 | 9.3 | 5.7 | -4.9 | -1.8% | -26.1 | -1.4%
COC(=O)Nc1nnc(-c2ccco2)s1 | 4.8 | 0.3 | -7.9 | -1.0 | 0.7 | 1.0 | -6.7% | 2.1 | 14.6%

Compound profiles, as listed above. Screens in order: D1 antagonist	TRHR ag	D1 PAM	D2 PAM	D1 agonist	TRHR enhancer	Apoferritin bind	RXFP1 antagonist	RXFP1 ag
Cc1ccc(N(CCC#N)C(=O)CSc2ccc3c(c2)OCCO3)cc1 is entered as 3.3	0.1	-0.2	-4.7	3.1	-9.9	-23.4%	-15.0	1.2%
Oc1ccc(Br)cc1C=Nc1ccc2c3c(cccc13)CC2 is entered as 0.9	23.1	-1.4	2.8	4.6	-5.8	-7.0%	1.4	2.5%
Cn1nc(C(C)(C)C)cc1NC(=O)Nc1ccc(Cl)cc1 is entered as -13.3	1.6	-1.6	-5.2	3.2	7.9	-1.0%	-19.2	-1.6%

More entries follow.
SMILES | D1 antagonist | TRHR ag | D1 PAM | D2 PAM | D1 agonist | TRHR enhancer | Apoferritin bind | RXFP1 antagonist | RXFP1 ag
COc1c(Br)cc(Br)cc1/C=N/n1c(C)nnc1C | 18.8 | -0.7 | -3.7 | 0.3 | 0.4 | 0.1 | -23.3% | 1.0 | 0.0%
CCOC(=O)C(NC(=O)c1cccnc1)(Nc1cccc(C)n1)C(F)(F)F (centres undefined) | -7.8 | 0.1 | -9.1 | -0.7 | 1.3 | 5.1 | -9.0% | -1.3 | 0.8%
Cc1ccccc1CC1C(=O)Nc2ccc(Br)cc21 (centres undefined) | 2.9 | -2.6 | 31.7* | 2.0 | 48.2* | 11.4 | ? | -11.9 | -0.4%
COc1ccc(-c2nc(-c3cccs3)no2)cc1 | -2.9 | 0.6 | -4.8 | 4.4 | 7.4 | -3.2 | -11.9% | 3.3 | -2.3%
Cc1ccc(O)c(C(=O)c2cnn(C(=O)c3cccc(S(=O)(=O)N(C)C)c3)c2)c1 | 17.7 | -0.2 | 1.2 | 17.0 | 1.6 | -0.5 | · | 3.2 | -0.7%
COc1ccc(C(=O)Nc2cc(C)on2)c(OC)c1 | 3.2 | -0.8 | -3.9 | · | 2.0 | 8.9 | -1.3% | 3.0 | 0.3%
O=C(C1=C(O)/C(=C/c2ccc(O)cc2)CCC1)C(F)(F)F | -28.4 | 3.6 | -10.1 | 2.1 | 13.8 | 2.2 | ? | 0.3 | 0.8%
Cc1nnc(SCc2cc(=O)n3c(C)cccc3n2)s1 | -28.2 | 0.1 | 4.0 | -1.3 | 0.4 | 13.2 | -4.6% | 3.7 | ?
CSc1ccccc1NC(=O)c1cc(C2CC2)on1 | 21.3 | -0.5 | 2.4 | 7.8 | -0.7 | 6.7 | -6.1% | -7.9 | -0.3%
CCOc1ccccc1C(=O)NCC(=O)NNC(=O)CN(C)S(=O)(=O)c1ccc(Cl)cc1 | -2.9 | -0.3 | 4.7 | · | 1.6 | 5.0 | · | -13.4 | 1.2%
COc1cc(C(=O)OC(C)CN2CCCC2)cc(OC)c1OC (centres undefined) | -1.6 | 0.2 | -4.8 | · | 3.7 | 13.6 | -1.5% | -1.7 | -0.7%
Clc1nc(Nc2ccc(N3CCOCC3)cc2)c2ccccc2n1 | -11.6 | -0.4 | -2.2 | 0.0 | 2.9 | 1.3 | -16.4% | -3.3 | 1.9%
CNC(=O)Nc1ccc2nc(C)sc2c1 | -8.2 | 0.8 | -2.4 | -1.8 | 1.2 | -6.1 | 1.2% | -5.8 | 2.1%
CN1CCN(C(c2ccccc2)c2sc3nc(-c4ccco4)nn3c2O)CC1 (centres undefined) | · | 0.2 | -1.1 | 9.7 | -2.2 | -2.5 | 4.2% | -4.9 | 0.9%
COc1ccc(C)cc1NS(=O)(=O)c1ccc2c(c1)NC(=O)C(C)S2 (centres undefined) | 12.9 | -0.6 | -1.2 | -3.3 | 18.0 | 0.1 | -1.9% | -13.5 | -2.6%
O=C(CSc1nc2ccccc2nc1Cc1ccccc1)Nc1ccccc1C(F)(F)F | 8.3 | 1.1 | -1.1 | 9.3 | 15.1 | -4.0 | -5.9% | · | ?
COc1cc(NC(=O)C/C(C)=N/NC(=O)Cc2ccc(Cl)cc2)c(OC)cc1Cl | 14.7 | -0.7 | -0.2 | -19.7 | 0.6 | -0.3 | -21.7% | 19.1 | 0.4%
N#C/C(=N\Nc1cccc(F)c1)C(=O)C1CC1 | 7.5 | 2.0 | 3.1 | -0.8 | 10.6 | -0.6 | -9.3% | -7.5 | -1.1%
Cn1c(=O)[nH]c(=O)c2c1nc(Br)n2CCSc1ncccn1 | 0.5 | 0.3 | 1.3 | -9.3 | -0.1 | -2.3 | -11.8% | 15.6 | -0.4%
COc1ccc(N2CC(C(=O)Nc3ccccc3C(=O)NCc3ccco3)CC2=O)cc1 (centres undefined) | -2.2 | 0.7 | -3.8 | 10.9 | 1.0 | -2.5 | 0.2% | 2.0 | 0.9%
COc1ccc(C(=O)NCCS(=O)(=O)N2CCCCCC2)cc1 | -10.8 | -0.3 | -1.1 | 0.4 | 0.3 | -4.3 | · | 12.7 | 1.1%
CC1=CS/C(=C(/C#N)C(=O)N2CCCCC2)N1c1ccccc1 | 9.1 | -2.2 | -4.7 | 3.2 | 0.6 | -6.8 | -20.0% | 14.5 | 0.2%
CCN(CC)CC(=O)N1c2ccccc2Sc2ccc(Cl)cc21 | 19.3 | 0.0 | -4.5 | -20.6 | 1.9 | -2.9 | -9.6% | ? | 1.6%

Looked up above.
COc1ccc(C)cc1NS(=O)(=O)c1ccc2c(c1)NC(=O)C(C)S2 (centres undefined) @ RXFP1 antagonist: -13.5
COc1ccc(N2CC(C(=O)Nc3ccccc3C(=O)NCc3ccco3)CC2=O)cc1 (centres undefined) @ D1 PAM: -3.8
